Screening results: PubChem, Sanford-Burnham Center for Chemical Genomics
TIM10 inh – TIM10 yeast growth inhibition; S. cerevisiae TIM10 strain growth, BacTiter-Glo luminescence, 24 h; inhibition, % at 10 µM; actives 1.4% (n = 330,000); AID 463195;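 active means inhibition of 40% or more at the single tested concentration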;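 further: wild-type TIM10 isogenic control strain grown at permissive 25 °C; 0% = DMSO yeast wells and 100% = minimal medium wells without yeast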
CXCR6 block – inhibitors of human CXCR6 receptor; inhibition, % at 20 µM; AID 602244; CHO-K1 PathHunter CXCR6 beta-arrestin, luminescence; actives 0.36% (n = 360,000); in the data active means inhibition above about 34%, passing the limit was not always enough;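 further: antagonist mode with CXCL16 agonist at 10 nM final; 0% = 10 nM CXCL16 with DMSO and 100% = unstimulated wells without agonist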
Target sequence (O00574 whole entry, looked up): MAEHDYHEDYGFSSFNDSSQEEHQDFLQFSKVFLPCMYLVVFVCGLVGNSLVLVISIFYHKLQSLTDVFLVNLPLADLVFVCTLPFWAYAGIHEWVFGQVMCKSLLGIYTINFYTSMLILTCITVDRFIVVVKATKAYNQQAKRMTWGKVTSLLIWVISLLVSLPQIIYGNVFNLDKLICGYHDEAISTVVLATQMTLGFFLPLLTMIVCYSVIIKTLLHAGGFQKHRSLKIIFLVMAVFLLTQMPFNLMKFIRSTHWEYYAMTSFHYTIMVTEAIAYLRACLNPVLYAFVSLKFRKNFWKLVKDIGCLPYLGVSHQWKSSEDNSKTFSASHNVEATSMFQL
CHOP UPR activ – apoptotic UPR (CHOP) activation; CHO-CHOP luciferase reporter, luminescence; percent of tunicamycin response over DMSO baseline; activation, % at 10 µM; actives 0.34% (n = 330,000);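 active means at 10 µM dose, activation of 40% or more, normalized to positive control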;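 further: 100% = tunicamycin at 10 µg/mL and 0% = DMSO alone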
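Assay system: CHO cells with stable CHOP pathway luciferase reporter; Buffer or medium: F12 plus 10% serum; Times: 16-18 h cell attachment, then 6 h compound exposure, 37 °C; Signal: luciferase luminescence; Read-out basis: percent activation relative to tunicamycin control; Control set: tunicamycin high control, DMSO low control.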
APJ agonist – activates the human apelin receptor APJ; P35414; actives 0.11% (n = 330,000); activation, % at 20 µM; CHO-K1 APJ PathHunter beta-arrestin, luminescence; 0% DMSO wells, 100% apelin;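 active means activation more than six SD over the plate average, tested at 20 µM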;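 further: 0% = DMSO alone and 100% = apelin-13 at 10 nM; some results filed as inactive read as strong as hits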
Target sequence (P35414 whole entry, looked up): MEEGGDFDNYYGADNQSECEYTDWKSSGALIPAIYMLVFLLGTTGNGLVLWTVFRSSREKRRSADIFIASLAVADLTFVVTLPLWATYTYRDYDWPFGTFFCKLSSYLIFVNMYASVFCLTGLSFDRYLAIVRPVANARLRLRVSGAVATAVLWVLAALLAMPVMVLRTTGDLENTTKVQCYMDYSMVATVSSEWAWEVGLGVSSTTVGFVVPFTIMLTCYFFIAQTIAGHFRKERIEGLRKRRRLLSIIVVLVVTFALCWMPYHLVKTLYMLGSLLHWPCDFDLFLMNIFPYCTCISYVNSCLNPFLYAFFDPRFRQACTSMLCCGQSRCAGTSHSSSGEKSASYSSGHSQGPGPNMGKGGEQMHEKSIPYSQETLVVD
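Assay system: engineered CHO-K1 APJ arrestin reporter cells; Amount: 1000 CHO-K1 reporter cells seeded per well; Dosing: one dose, 20 µM compound, 1% DMSO; Times: compound stimulation 90 min at 25 °C, detection 60 min; Measured by: luminescent beta-gal fragment complementation, chemiluminescent substrate; Read-out: APJ–arrestin association signal; Controls: DMSO vs Apelin-13 10 nM.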
Mdm2 MdmX PPI – inhibitors of human Mdm2/MdmX interaction | SaOS-2 split-luciferase Mdm2/MdmX complementation, luminescence | actives 3% (n = 330,000) | AID 485346 | O15151+Q00987 | inhibition, % at 8 µM;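 active means inhibition of at least 50% at 8 µM in the primary screen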
APJ antagonist – blocks the human apelin receptor APJ; inhibition, % at 20 µM; AID 2521; CHO-K1 APJ beta-arrestin complementation, luminescence; P35414; actives 0.32% (n = 330,000);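 active means inhibition above about 40% at 20 µM, limit read from the data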;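 further: cells challenged with 10 nM apelin-13 agonist together with compound; plate controls were apelin-13 plus DMSO wells for no effect and DMSO wells lacking apelin-13 for full effect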
tim23-1 inh – growth inhibitors of tim23-1 mutant yeast. S. cerevisiae tim23-1 growth, BacTiter-Glo luminescence, 24 h. actives 1.3% (n = 330,000). inhibition, % at 20 µM. AID 463212;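 active means growth inhibition of the mutant yeast at or above 50%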;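 further: temperature-sensitive mutant grown at 25 °C; plate controls were DMSO-treated mutant yeast for no effect and medium wells lacking yeast for full effect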
tim10-1 inh – growth inhibitors of tim10-1 mutant yeast; S. cerevisiae tim10-1 ts strain growth, BacTiter-Glo, 24 h; inhibition, % at 20 µM; actives 2.2% (n = 330,000); AID 463190;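 active means inhibition of at least 40%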;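 further: mutant grown at 25 °C; 0% = DMSO wells with yeast and 100% = wells holding no yeast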
XBP1 UPR activ – adaptive UPR (XBP1) activation | CHO-XBP1 luciferase reporter, IRE1-XBP1 UPR activation, luminescence; percent of tunicamycin response, DMSO as zero | activation, % at 20 µM | actives 0.33% (n = 330,000) | AID 463104;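 active means versus positive control, 20 µM dose yields 30% or more activation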;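 further: 100% = tunicamycin at 10 µg/mL and 0% = DMSO only wells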
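Material: CHO-XBP1 cells stably carrying IRE1-XBP1-driven luciferase reporter / Amount: 1000 cells per well / Compound: 20 µM, 1% DMSO / Times: 6 h treatment, 37 °C / Detection: luciferase luminescence / Measure: % activation of reporter signal versus tunicamycin and DMSO controls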
* = called active by the depositor; / = not tested or not shown. This is a subset; the hit share may differ from the screen's.

#1 CC(C(=O)Nc1cccc([N+](=O)[O-])c1)N(c1ccccc1)S(C)(=O)=O (configuration not stated)
#2 O=c1c2ccccc2nnn1COc1cccc2ccccc12
#3 Cc1ccsc1/C=C1/CN(C)Cc2c1nc1ccccc1c2C(=O)O
#4 Cc1ccc(CCN2CC(C(=O)NCc3ccco3)CC2=O)cc1 (configuration not stated)
#5 NS(=O)(=O)c1ccc(CCNC(=S)Nc2ccc(F)cc2)cc1

Screen / compound no.	1	2	3	4	5
TIM10 inh	12	17	-18	6	-6
CXCR6 block	4	0	1	-5	3
CHOP UPR activ	1.2	4.2	-0.4	0.1	-2.1
APJ agonist	-2	1	3	-3	0
Mdm2 MdmX PPI	17	-19	2	2	-2
APJ antagonist	14	-9	-6	7	7
tim23-1 inh	8	33	16	13	15
tim10-1 inh	6	4	1	9	-9
XBP1 UPR activ	-3	0	-1	-1	-1

#6 CC(C)C12CN3CC(C(C)C)(CN(C1)C3c1ccco1)C2=O (configuration not stated)
#7 COc1cccc(C(C)N(C)Cc2nc(COc3ccccc3)no2)c1 (configuration not stated)
#8 Brc1ccc(-c2nc3ncccn3c2NC2CCCCC2)o1
#9 Cc1nc(NC(CC(C)C)C(=O)O)c2nc(C)oc2n1 (configuration not stated)
#10 Cc1ccc(S(=O)(=O)Cc2ccc(C(=O)NCc3cccs3)o2)cc1

Screen / compound no.	6	7	8	9	10
TIM10 inh	-9	-10	25	-7	3
CXCR6 block	-2	3	7	4	1
CHOP UPR activ	-1.0	-0.7	7.1	1.8	0.3
APJ agonist	-5	-2	-3	-3	2
Mdm2 MdmX PPI	16	13	32	-30	-29
APJ antagonist	14	1	21	0	-4
tim23-1 inh	11	10	15	3	21
tim10-1 inh	13	4	34	7	19
XBP1 UPR activ	-2	-1	-3	-2	0

#11 O=C(COc1ccc(Cl)cc1Cl)Nn1c(=S)[nH]c2ncccc2c1=O
#12 CCCc1cc(=O)[nH]c(SCC(=O)N(CC)c2c(N)n(Cc3ccccc3)c(=O)[nH]c2=O)n1
#13 CC(NCc1ccc(N(C)C)cc1)C1CC2CCC1C2 (configuration not stated)
#14 O=C1OC(=O)C2C1[C@@H]1CC[C@H]2O1 (some centres not stated)
#15 O=C(COC(=O)Cc1ccsc1)Nc1ccc(S(=O)(=O)N2CCOCC2)cc1

Screen / compound no.	11	12	13	14	15
TIM10 inh	13	0	-61	7	10
CXCR6 block	6	17	1	8	4
CHOP UPR activ	0.2	1.0	0.5	-0.2	-1.4
APJ agonist	-2	0	0	-5	-3
Mdm2 MdmX PPI	10	8	-18	2	-10
APJ antagonist	6	19	5	0	-1
tim23-1 inh	20	-1	-27	10	14
tim10-1 inh	-31	1	-29	11	25
XBP1 UPR activ	-2	-1	1	-4	3

#16 COc1cccc(CSc2nnnn2-c2ccc(O)cc2)c1
#17 COc1ccc(Cl)cc1N(C(=O)Nc1cccc(Cl)c1)C1=NCC(C)S1 (configuration not stated)
#18 COc1ccc(-n2nc(C(=O)NCC(=O)NCCCN3CCOCC3)c3ccccc3c2=O)cc1
#19 CCOc1ccc(-c2n[nH]c(=S)o2)cc1
#20 CCOC(=O)Cc1nnc(NC(=O)CSc2ccc(Cl)cc2)s1

Screen / compound no.	16	17	18	19	20
TIM10 inh	-14	-3	-19	-5	13
CXCR6 block	2	-3	7	2	-3
CHOP UPR activ	0.5	1.4	-0.4	2.2	4.8
APJ agonist	-1	-1	1	-2	-2
Mdm2 MdmX PPI	9	-23	-12	-17	-18
APJ antagonist	-8	5	-14	7	12
tim23-1 inh	0	10	7	-2	9
tim10-1 inh	12	18	0	-7	18
XBP1 UPR activ	-2	0	-2	3	3

#21 CCCc1cc(=O)[nH]c(SC/C=C/c2ccccc2)n1
#22 Cn1nnnc1SCC(=O)NC(=O)NCc1ccccc1
#23 Cc1cccc(/N=C/c2nc(-c3ccccc3Br)oc2O)n1
#24 COc1cccc(C(=O)Cn2c(=O)n(CCC(=O)NCC3CCCO3)c(=O)c3cc(OC)c(OC)cc32)c1 (configuration not stated)
#25 N#Cc1cc(C(=O)c2cc(F)ccc2O)cn(Cc2ccccc2)c1=O

Screen / compound no.	21	22	23	24	25
TIM10 inh	15	2	31	15	6
CXCR6 block	-3	-8	1	-10	0
CHOP UPR activ	-1.2	0.8	5.3	-1.7	-0.1
APJ agonist	-3	-1	0	-2	-3
Mdm2 MdmX PPI	-10	1	3	-2	8
APJ antagonist	11	3	0	18	-29
tim23-1 inh	10	16	-13	2	11
tim10-1 inh	12	16	20	7	13
XBP1 UPR activ	-3	-2	-1	-1	-4

#26 Oc1cc(NCc2ccc(F)cc2)cc2cccnc12
#27 COc1cccc2c1OC1(C)CC2NC(=O)N1 (configuration not stated)
#28 CC(=O)c1cc2c(cc1N/C(=N/S(=O)(=O)c1ccc(C)cc1)c1ccccc1)OCO2
#29 CC(=O)Nc1ccc(/C=C2\Sc3ccccc3C2=O)cc1
#30 CCN(CC)CCN(Cc1cc2cc3c(cc2[nH]c1=O)OCO3)C(=S)NC

Screen / compound no.	26	27	28	29	30
TIM10 inh	8	9	43*	10	-5
CXCR6 block	-30	-4	6	-11	-1
CHOP UPR activ	14	0.5	-1.4	3.6	1.4
APJ agonist	2	-2	2	1	-4
Mdm2 MdmX PPI	56*	-15	12	-3	17
APJ antagonist	-3	-15	8	2	9
tim23-1 inh	14	5	30	12	21
tim10-1 inh	16	-7	26	4	3
XBP1 UPR activ	17	0	0	3	-1

#31 CCC(C)Nc1nc(N)c([N+](=O)[O-])c(Nc2cc(OC)ccc2OC)n1 (configuration not stated)
#32 CC1(C(=O)OCC(=O)c2c[nH]c3ccccc23)CC1(Cl)Cl (configuration not stated)
#33 CCC(C(=O)c1ccccc1)N(C(=O)c1ccccc1Cl)N1C(=O)C2C3C=CC(C3)C2C1=O (configuration not stated)
#34 COc1ccc(NC2=C(Cl)C(=O)N(CCc3ccccc3)C2=O)cc1
#35 CCc1cc2c(=O)[nH]c(Cc3ccc(Cl)cc3)nc2s1

Screen / compound no.	31	32	33	34	35
TIM10 inh	32	23	22	17	-20
CXCR6 block	6	-6	2	4	0
CHOP UPR activ	2.3	3.5	1.8	5.0	1.9
APJ agonist	-3	-4	-2	-2	-1
Mdm2 MdmX PPI	69*	-176	-7	10	18
APJ antagonist	3	-18	-9	3	4
tim23-1 inh	38	46	33	8	-2
tim10-1 inh	40*	8	15	7	-6
XBP1 UPR activ	16	3	-2	5	-3

#36 Nc1nnc(CCN2C(=O)CSC2=O)s1
#37 COc1cccc(NC(=O)CN(C)C(C)C(=O)N2CCCC2)c1 (configuration not stated)
#38 O=C(Nc1cccc(-c2nc3ccccc3s2)c1)c1cc(=O)c2ccccc2o1
#39 CC1=C(C(=O)OCCOC(C)C)C(c2cc3c(cc2Br)OCO3)CC(=O)N1 (configuration not stated)
#40 Cn1nc(-c2ccccc2)c(C(O)c2ccc(Cl)cc2)c1Cl (configuration not stated)

Screen / compound no.	36	37	38	39	40
TIM10 inh	7	2	-4	15	3
CXCR6 block	-4	1	-10	-1	1
CHOP UPR activ	-1.5	0.9	1.8	2.2	1.3
APJ agonist	-4	-2	3	-3	3
Mdm2 MdmX PPI	14	11	22	19	-32
APJ antagonist	-6	7	-23	-9	5
tim23-1 inh	8	11	2	14	19
tim10-1 inh	5	3	6	33	21
XBP1 UPR activ	-1	0	3	1	0

#41 Cc1nc(NC(=O)CC(C)C)sc1-c1csc(Nc2ccc(Cl)cc2Cl)n1
#42 Cc1ccc2oc(=O)c3cnn(CC(=O)NC4CCC(C)CC4)c3c2c1 (configuration not stated)
#43 Cc1ccc(OCc2nnc(NC(=O)OCC(C)C)s2)cc1
#44 C=CC(C)(C)O[C@@H]1O[C@H](CO)[C@@H](O)[C@H](O)[C@H]1O
#45 CC(C)[C@H](NC(=O)c1ccc(Cl)cc1Cl)C(=O)NNC(=O)c1ccco1

Screen / compound no.	41	42	43	44	45
TIM10 inh	-1	2	-11	6	-5
CXCR6 block	-4	-5	-1	2	-3
CHOP UPR activ	2.9	-1.0	0.2	0.2	0.1
APJ agonist	3	2	-1	-4	-3
Mdm2 MdmX PPI	-2	-1	-16	5	21
APJ antagonist	27	21	-2	-5	8
tim23-1 inh	25	2	-8	-5	12
tim10-1 inh	11	13	-3	7	5
XBP1 UPR activ	2	-3	-5	-2	1

#46 O=C(CC1C(=O)NCCN1C1CCCC1)NCc1cccc(OC(F)(F)F)c1 (configuration not stated)
#47 Cn1cc(CN2CCC(n3nccc3NC(=O)C3CCCC3)CC2)cn1
#48 CCCC1CC(=O)OC1(C)C(=O)CSc1n[nH]c(-c2ccccc2)n1 (configuration not stated)
#49 N#CC1=C(N2CCCCC2)c2cc3c(n2C1=O)CCCC3
#50 OCCCc1nc2n(n1)C(c1cccs1)C=C(c1ccccc1)N2 (configuration not stated)

Screen / compound no.	46	47	48	49	50
TIM10 inh	-8	-7	11	44*	3
CXCR6 block	-1	5	/	11	/
CHOP UPR activ	2.0	3.2	-1.3	-2.6	1.9
APJ agonist	-5	-2	-2	-6	-1
Mdm2 MdmX PPI	14	4	15	4	21
APJ antagonist	20	-6	6	7	-62
tim23-1 inh	6	8	24	52*	16
tim10-1 inh	3	-6	2	34	8
XBP1 UPR activ	-2	-1	3	5	6

The closing four entries of the part before come first, to join the parts.
#47 Cn1cc(CN2CCC(n3nccc3NC(=O)C3CCCC3)CC2)cn1
#48 CCCC1CC(=O)OC1(C)C(=O)CSc1n[nH]c(-c2ccccc2)n1 (configuration not stated)
#49 N#CC1=C(N2CCCCC2)c2cc3c(n2C1=O)CCCC3
#50 OCCCc1nc2n(n1)C(c1cccs1)C=C(c1ccccc1)N2 (configuration not stated)
#51 O=C(O)CNC(=O)CC12CC3CC(CC(C3)C1)C2
#52 CSc1ncc(C(=O)Nc2cccc(Cl)c2)c(C)n1
#53 CCCc1c(C(=O)N/N=C/C(C)=C/c2ccccc2)nnn1-c1nonc1N
#54 CC(=O)Nc1ccc(NC(=O)C(C)OC(=O)CNS(=O)(=O)/C=C/c2ccc(C)cc2)cc1 (configuration not stated)
#55 O=C(NC1CCCCC1)c1cc(Cl)nc2ccccc12
#56 CCN(Cc1nc(-c2cccc(C)c2)no1)C(=O)c1ccco1

Screen / compound no.	47	48	49	50	51	52	53	54	55	56
TIM10 inh	-7	11	44*	3	5	-6	0	-6	8	9
CXCR6 block	5	/	11	/	4	-8	-1	4	12	6
CHOP UPR activ	3.2	-1.3	-2.6	1.9	-3.5	-1.4	5.5	1.3	2.7	1.8
APJ agonist	-2	-2	-6	-1	1	1	3	-4	-5	-2
Mdm2 MdmX PPI	4	15	4	21	-20	38	-19	4	-7	-6
APJ antagonist	-6	6	7	-62	-9	0	-1	-5	2	20
tim23-1 inh	8	24	52*	16	8	14	-4	-15	18	10
tim10-1 inh	-6	2	34	8	8	17	-7	-26	15	-5
XBP1 UPR activ	-1	3	5	6	1	-6	2	0	-3	5
